High-throughput results as filed in PubChem BioAssay.
CHRM4 antagonist = blocks acetylcholine activation of human M4 receptor | CHO-hM4 cells, ACh EC80, Fluo-8 calcium fluorescence | 360,000 tested, 0.73% active | inhibition, % at 3 µM;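 active means inhibition above its plate's cutoff, the mean inhibition of sample wells plus 3 SD, cut at about 27% in these data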;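 further: 0% = acetylcholine EC80 with DMSO and 100% = DMSO without agonist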
Target sequence (P08173 whole entry, looked up): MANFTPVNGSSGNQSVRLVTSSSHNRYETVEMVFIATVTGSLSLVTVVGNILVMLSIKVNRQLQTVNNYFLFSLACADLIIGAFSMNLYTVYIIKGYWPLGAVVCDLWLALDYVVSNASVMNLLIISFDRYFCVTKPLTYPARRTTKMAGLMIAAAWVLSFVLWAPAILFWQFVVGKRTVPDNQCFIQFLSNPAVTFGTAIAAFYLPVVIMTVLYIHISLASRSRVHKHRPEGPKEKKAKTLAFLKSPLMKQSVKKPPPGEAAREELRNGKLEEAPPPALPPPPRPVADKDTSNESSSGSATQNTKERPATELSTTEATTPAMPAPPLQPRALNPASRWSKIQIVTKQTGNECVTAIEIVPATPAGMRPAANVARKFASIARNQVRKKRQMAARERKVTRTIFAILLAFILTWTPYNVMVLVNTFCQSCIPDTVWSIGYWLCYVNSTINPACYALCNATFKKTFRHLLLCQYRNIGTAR
M5 PAM = potentiates acetylcholine response at human M5 receptor; activation, % at 3 µM; P08912; CHO-K1 hM5, Fluo-8 calcium, ACh EC20 PAM; 0% = ACh EC20, 100% = ACh EC100; 360,000 tested, 0.3% active;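 active means activation above the run cutoff, the mean activation of all test compounds plus 3 SD, cut at about 18% in these data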
Target sequence (P08912 whole entry, looked up): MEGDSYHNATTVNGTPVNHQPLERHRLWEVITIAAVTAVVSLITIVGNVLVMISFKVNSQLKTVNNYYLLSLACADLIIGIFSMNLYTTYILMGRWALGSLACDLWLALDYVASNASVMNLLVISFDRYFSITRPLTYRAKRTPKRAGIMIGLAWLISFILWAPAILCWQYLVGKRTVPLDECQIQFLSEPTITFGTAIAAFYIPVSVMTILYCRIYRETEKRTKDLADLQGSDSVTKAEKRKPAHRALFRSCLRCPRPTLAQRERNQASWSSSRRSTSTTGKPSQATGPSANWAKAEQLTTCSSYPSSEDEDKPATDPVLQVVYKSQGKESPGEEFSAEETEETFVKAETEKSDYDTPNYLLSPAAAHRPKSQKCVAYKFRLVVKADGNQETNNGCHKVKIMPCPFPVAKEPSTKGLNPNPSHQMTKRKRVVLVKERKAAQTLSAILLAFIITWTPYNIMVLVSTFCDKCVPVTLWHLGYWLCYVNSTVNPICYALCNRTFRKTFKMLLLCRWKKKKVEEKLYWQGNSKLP
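System: CHO-K1 hM5 cells. Reagent: acetylcholine, EC20 level. Compound dosing: single dose, 3 µM nominal final test concentration. Timing: Post-acetylcholine fluorescence recording 140 s. Detection: Fluo-8 calcium fluorescence. Read-out: % activation, ACh-normalized. Benchmarks: ACh EC20 and EC100 wells. Repeats: singlicate, one well per test compound.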
CHRM5 agonist = agonists of human muscarinic M5 receptor (CHRM5); activation, % at 3 µM; 360,000 tested, 0.19% active; CHO-K1 hM5 cells, Fluo-8 calcium fluorescence; 0% DMSO wells, 100% maximal acetylcholine response; P08912;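 active means activation above the run's mean over test compounds plus 3 SD, cut at about 23% in these data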;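 further: signal is peak over basal fluorescence ratio across the kinetic read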
CHRM5 antagonist = antagonists of human muscarinic M5 receptor (CHRM5) | P08912 | CHO-hM5 cells, Fluo-8 calcium fluorescence, ACh EC80 | inhibition, % at 3 µM | 360,000 tested, 0.59% active | AID 624040;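 active means inhibition above a per-plate cutoff, the mean of that plate's test compounds plus 3 SD, cut at about 27% in these data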;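 further: 0% = acetylcholine EC80 with DMSO and 100% = DMSO without agonist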
M4 ag = agonists of human muscarinic M4 receptor (CHRM4); P08173; 360,000 tested, 0.14% active; AID 624127; activation, % at 3 µM; CHO-K1 hM4/Gqi5, Fluo-8 calcium fluorescence; vehicle 0%, full acetylcholine response 100%;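 active means activation above the run mean over all test wells plus 3 SD, cut at about 32% in these data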;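 further: peak over basal fluorescence ratio per well then scaled between controls; 0% = DMSO wells and 100% = acetylcholine at EC100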
CRFR2-BP antag = antagonists of CRF-binding protein/CRF-R2 receptor complex; HEK293 CRF-R2/CRF-BP, CRF-induced calcium fluorescence; inhibition, % at 11.8 µM; 350,000 tested, 0.59% active; AID 588475;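 active means inhibition of the ligand-induced calcium signal above about 50% at the single tested concentration, limit read from the data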
CRFR2-BP ag = agonists of human CRF-binding protein/CRF-R2 receptor complex; activation, % at 13.2 µM; AID 588473; HEK293 CRF-R2/CRF-BP, calcium dye fluorescence (FLIPR); percent of saturating CRF peptide response; 350,000 tested, 0.46% active;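 active means activation of at least 50%, plus an integration ratio under a set limit after plate pattern correction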;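 further: plate controls were neutral control wells without compound for no effect and CRF at EC100 for full effect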
IDE inh = cellular human IDE inhibition | HEK cells, FAbetaB cleavage, fluorescence polarization | inhibition, % at 5.59 µM | 320,000 tested, 0.41% active;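 active means percent inhibition above the average of all tested compounds plus 3 SD, set per screening campaign, cut at about 16% in these data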;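 further: IDE supplied by intact live HEK cells; FP after avidin binding of uncleaved biotin substrate so inhibition keeps polarization high; 0% = DMSO wells and 100% = 60 µM reference IDE inhibitor Ii1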
CHRM4 PAM = potentiates acetylcholine response at human M4 receptor; P08173; CHO-K1 hM4/Gqi5, Fluo-8 calcium fluorescence, ACh EC20; 0% = ACh EC20, 100% = maximal ACh; activation, % at 3 µM; 360,000 tested, 0.4% active;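 active means activation above its plate's cutoff, the mean activation of sample wells plus 3 SD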; further: some results filed as inactive read as strong as hits
* hit, by the source's call; . = not tested or not shown.

compound	CHRM4 antagonist	M5 PAM	CHRM5 agonist	CHRM5 antagonist	M4 ag	CRFR2-BP antag	CRFR2-BP ag	IDE inh	CHRM4 PAM
CC1CCCCC1NC(=O)CCS(=O)(=O)c1cc2c(cc1Cl)NC(=O)CO2 (stereo not given)	-1	-4	-3	8	1	-14	-1.3	-2	0
Cc1cccc(-n2cnc3cc(C(=O)N4CCc5ccccc54)ccc32)c1	11	-3	-5	0	0	-26	1.0	5	-5
CCc1nnc(NC(=O)C2CCCCN2S(=O)(=O)c2ccccc2)s1 (stereo not given)	-3	6	6	-12	-1	-37	-1.1	-10	3
Cc1cccc(NC(=O)c2ccco2)c1C	-8	4	-5	-5	1	4	1.5	2	4
ON1C2CCCCC2N(O)C1c1c(F)c(F)c(F)c(F)c1F (stereo not given)	-3	-5	-4	6	1	14	-0.8	-2	12
CCCc1c(OCCCOc2ccc(OCC(=O)O)cc2)ccc(C(C)=O)c1O	-4	-9	1	-8	1	6	-0.9	0	2
CCOC(=O)c1cccnc1NC(=O)c1ccccc1	-1	6	1	-11	-1	18	-1.4	3	2
COc1ccc(C(C#N)CCC2OCCO2)cc1OC (stereo not given)	-24	5	1	-8	2	-7	2.3	2	12

Rewritten with each value named: 2 of the compounds above.
SMILES: Cc1cccc(NC(=O)c2ccco2)c1C
  CHRM4 antagonist: -8	M5 PAM: 4	CHRM5 agonist: -5	CHRM5 antagonist: -5	M4 ag: 1	CRFR2-BP antag: 4	CRFR2-BP ag: 1.5	IDE inh: 2	CHRM4 PAM: 4
SMILES: ON1C2CCCCC2N(O)C1c1c(F)c(F)c(F)c(F)c1F (stereo not given)
  CHRM4 antagonist: -3	M5 PAM: -5	CHRM5 agonist: -4	CHRM5 antagonist: 6	M4 ag: 1	CRFR2-BP antag: 14	CRFR2-BP ag: -0.8	IDE inh: -2	CHRM4 PAM: 12

Following part
compound	CHRM4 antagonist	M5 PAM	CHRM5 agonist	CHRM5 antagonist	M4 ag	CRFR2-BP antag	CRFR2-BP ag	IDE inh	CHRM4 PAM
CN(C)S(=O)(=O)c1cccc(COC(=O)C2=COCCO2)c1	7	-4	-3	10	1	-2	-1.3	9	-4
C[C@@H]1COC(=O)[C@@H](Cc2ccc(F)cc2)C/C=C\C[C@@H](CC(=O)N(CCO)Cc2ccccc2)C(=O)N1	1	0	4	-2	3	11	4.2	0	-2
O=C1CSC(c2cccnc2)N1Cc1ccc(Cl)cc1Cl (stereo not given)	-4	-9	1	5	15	9	-0.6	10	-11
CCOc1ccc(NS(=O)(=O)c2ccc(C(=O)N(C)CC(=O)Nc3cccc(OC)c3)cc2)cc1	10	-7	1	9	3	-10	1.3	.	-2
COc1ccccc1Oc1ccccc1[N+](=O)[O-]	4	-3	-3	5	-1	9	-0.9	-1	-14
N#C/C(=C\c1ccc(Cl)cc1)C(=O)Nc1cccnc1	5	1	2	-1	1	-24	1.2	0	3
O=C(NNC(=O)C1CC(=O)N(Cc2ccccc2)C1)c1ccc(Br)cc1 (stereo not given)	0	-7	-5	29*	1	-4	0.1	-3	-1
O=C(Cc1ccccc1[N+](=O)[O-])Nc1ccc(S(=O)(=O)N2CCCC2)cc1	-2	-1	-1	3	2	.	.	0	14
NC(=O)NC(Cc1ccccc1)C(=O)N1CCN(S(=O)(=O)c2ccc(Cl)cc2)CC1 (stereo not given)	-2	-4	-1	14	2	-3	-1.3	6	15
O=C(NCc1ccco1)c1cc([N+](=O)[O-])cc([N+](=O)[O-])c1	-11	-17	2	26	11	-13	-1.5	0	-9
O=C(c1ccccc1O)N1N=C(C(F)(F)F)CC1(O)c1ccc([N+](=O)[O-])cc1 (stereo not given)	-5	-5	0	13	7	4	0.7	2	2
O=C(NNC(=O)c1cc(Br)c(Br)s1)c1ccncc1	-3	0	3	0	1	14	-0.5	-1	0
CCOC(=O)C1=C(CSc2nc(-c3ccccc3)ccc2C#N)OC(N)=C(C#N)C1c1cccnc1 (stereo not given)	2	-6	-3	10	5	-2	6.0	6	6
N#Cc1ccc(C(=O)NCC(c2ccco2)N2CCCC2)cc1 (stereo not given)	-10	1	-5	-5	1	4	5.8	-2	8
Cc1ccc(NC(=O)CSc2nnc(-c3cc(C)[nH]n3)n2N)cc1	7	3	-1	7	-2	-3	1.4	3	10
COc1ccc(Cl)cc1NCC(=O)Nc1ccc(OC)c(S(=O)(=O)N2CCCCC2)c1	-8	-2	2	3	7	-2	-0.8	4	4

(next part)
Molecule	CHRM4 antagonist	M5 PAM	CHRM5 agonist	CHRM5 antagonist	M4 ag	CRFR2-BP antag	CRFR2-BP ag	IDE inh	CHRM4 PAM
CCOc1ccc(C(=O)NCC(=O)OCC(=O)N(C)CC(=O)Nc2ccccc2CC)cc1OCC	-11	-1	2	1	-1	-9	1.3	.	6
CC(C)(C)OC(=O)C[C@H]1C/C=C\C[C@@H](CC(=O)NCCO)C(=O)NCCOC1=O	6	2	5	-4	0	1	-0.7	-1	-3
COc1cccc(-c2nc3n(n2)C(c2ccc4c(c2)OCO4)C(C(N)=O)=C(C)N3)c1 (stereo not given)	1	13	0	-12	0	-8	-1.1	5	0
CCN(CC)c1cc2c(c3c1ccn3C)C1CCC2O1 (stereo not given)	-5	-2	2	4	1	.	.	.	2
CC(=O)c1ccc(N=Nc2c(C)[nH]n(-c3ccccc3)c2=O)cc1	-10	9	1	6	1	-6	-0.2	-2	5
CS(=O)(=O)c1ccc2nc(NC(=O)CCC(=O)c3cccs3)sc2c1	-4	-1	-3	2	2	-6	2.4	3	-6
O=C(CSc1ccc(-c2nc3ccccc3[nH]2)cn1)Nc1ccc(S(=O)(=O)NC2CC2)cc1	31*	-16	-2	14	9	29	6.5	6	-21
Cc1c(NC(=O)CSc2nnc(Nc3ccccc3)s2)c(=O)n(-c2ccccc2)n1C	3	1	-2	-1	0	2	-0.7	4	0
CCOC(=O)C1=C[C@@H](C2CCCCC2)N(S(=O)(=O)c2ccc([N+](=O)[O-])cc2)[C@H]1c1ccccc1	17	-8	1	3	2	.	.	.	-12
COc1ccc(NC(=O)CSc2nnc(-c3ccco3)n2C)cc1	5	4	1	-3	0	28	0.4	8	6
O=C(CSCc1nc2ccccc2[nH]1)Nc1ccccc1	7	-8	2	-3	2	-17	-6.0	-2	17
COc1ccc(S(=O)(=O)N2CCN(C(=O)CN3C(=O)NC(C)(C)C3=O)CC2)cc1	-11	7	3	1	2	-1	-0.9	-6	6
COc1c(F)c(F)c(C(=O)Nc2cccc(Cl)c2N2CCOCC2)c(F)c1F	-12	1	-4	-4	3	5	1.4	3	1
CC(C)C(OC(=O)c1ccco1)C(=O)NCc1ccco1 (stereo not given)	1	0	1	-2	1	0	-0.2	-1	1
Cc1cc(NC(=O)CCC(=O)N(Cc2ccco2)C2(C(=O)NC3CCCCC3)CCCCC2)no1	1	-1	3	16	3	-1	-0.8	7	-9
O=C(NCc1nnc(SCC(=O)N2CCCCC2)o1)c1c(F)cccc1Cl	0	4	-2	-2	1	-6	-1.1	-6	-1
COc1ccccc1C(=O)Oc1ccc2c(c1)O/C(=C\c1ccncc1)C2=O	2	4	6	-6	5	-60	124*	7	-5
Clc1ccc2nc(-c3ccccc3)c(CN3CCOCC3)n2c1	-8	-3	-1	-3	0	-21	0.4	-1	-2
Nc1c(-c2ccccc2)n[nH]c1-c1ccccc1	10	-1	1	-2	1	11	-1.1	-7	2
COc1cc(OC)cc(C(=O)Nc2nc(CC(=O)NCc3ccc(F)cc3)cs2)c1	5	-25	1	15	19	-10	2.5	-2	-4
CCOC(=O)c1c(CC(C)C)csc1/N=C/C1C(=O)CCCC1=O	10	-10	8	3	4	-53	8.7	1	-9
COC(=O)Cc1nnc(NC(=O)C(C)C)s1	9	3	-1	-3	0	4	0.9	1	-1
CC(=O)c1ccc(C(=O)N2CCc3c([nH]c4ccccc34)C2c2cccc(C)n2)s1 (stereo not given)	-19	-4	0	-4	3	-3	-1.8	-2	-7
CC(C)N1CCC(N2CCN(CC#Cc3ccccc3)CC2CCO)CC1 (stereo not given)	-1	4	0	8	0	-10	2.0	-1	1

Looked up above:
M4 ag with Cc1cc(NC(=O)CCC(=O)N(Cc2ccco2)C2(C(=O)NC3CCCCC3)CCCCC2)no1 = 3
CHRM4 antagonist with Nc1c(-c2ccccc2)n[nH]c1-c1ccccc1 = 10

Returning to the listing with the 2 entries that preceded the break.
Molecule	CHRM4 antagonist	M5 PAM	CHRM5 agonist	CHRM5 antagonist	M4 ag	CRFR2-BP antag	CRFR2-BP ag	IDE inh	CHRM4 PAM
CC(=O)c1ccc(C(=O)N2CCc3c([nH]c4ccccc34)C2c2cccc(C)n2)s1 (stereo not given)	-19	-4	0	-4	3	-3	-1.8	-2	-7
CC(C)N1CCC(N2CCN(CC#Cc3ccccc3)CC2CCO)CC1 (stereo not given)	-1	4	0	8	0	-10	2.0	-1	1
O=C(NCCc1ccccc1)C1CCCN(S(=O)(=O)c2cccs2)C1 (stereo not given)	-13	-6	1	-1	3	-22	-2.5	-1	3
Cc1oc(-c2cccc(Cl)c2)nc1CS(=O)(=O)CC(=O)NCCCN1CCOCC1	-4	-3	0	-2	3	8	-0.7	-1	-2
CCCCNC(=O)C1CCC(CNS(=O)(=O)c2cccc3nsnc23)CC1 (stereo not given)	-5	2	-9	8	5	-1	-1.8	10	0
N#Cc1ccsc1NC(=O)COC(=O)c1ccc2ccccc2c1	-17	-5	0	1	6	-35	19	1	3
O=C(Nc1cccc(C(F)(F)F)c1)c1csc([C@H]2C[C@H](O)[C@@H](CO)O2)n1	-7	-7	-1	5	5	.	.	.	2
COc1ccc(N2c3ccccc3CN(Cc3ccccc3)CC2Cc2cc(OC)c(OC)c(OC)c2)cc1 (stereo not given)	-35	-8	-2	-19	-1	-2	-0.4	.	-5
C/C(Cc1ccccc1)=N\NC(=O)c1cccnc1	-1	0	2	1	1	2	-1.1	-1	2
Cn1c(Cn2cnc3ccccc32)nnc1SCC(=O)CC(=O)Nc1ccccc1	-8	2	-1	-4	1	-6	-0.7	8	6
O=C(CN1CCC(NC(=O)C2CC2)CC1)Nc1cccc(F)c1	-4	3	-3	5	1	-8	0.2	-6	-2
Cc1cc(N2CCN(C)CC2)nc2ccc(NC(=S)N3CCN(c4ccc(F)cc4)CC3)cc12	1	1	2	11	1	0	-0.6	3	-4
C=C1C(=O)OC2C1CCC(C)=C1C(=O)C3OC3(C)C12 (stereo not given)	-7	5	4	4	1	-25	1.8	.	12
